N370S GC = N370S glucocerebrosidase modulation, Gaucher chaperone candidate; P04062; N370S GC spleen homogenate, 4MU-glucoside fluorescence; Potency, µM (top dose mostly 59.4 µM), for the others: at the top dose activity change, negative = inhibition, most hits filed as inhibitors; 330,000 tested, 0.092% active;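 note: 0% = full enzyme activity and -100% = no enzyme basal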
GCN5L2 inh = blocks human GCN5L2 histone acetyltransferase; Q92830; GCN5L2 HAT assay, ThioGlo1 CoA-SH fluorescence; Potency, µM (doses to about 58.9 µM), for inactives: at the highest dose activity change, negative = inhibition, actives largely listed as inhibitors; 390,000 tested, 0.21% active
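GCN5L2 (20nM final) in 50mM HEPES, 0.1mM EDTA pH 7.5, 0.01% Tween-20 was preincubated 15 min at room temperature with compound, then given ThioGlo1 (50uM), H3(1-25) peptide (75uM) and acetyl-CoA (70uM); CoA-thiol fluorescence (Ex340/Em540) was read at 0 and 20 min.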
FEN1 inhibitor = human FEN1 inhibition; AID 588795; Recombinant FEN1 flap cleavage, fluorescence, 15 min; Potency, µM (titrated, usually from 114 µM), without a hit: at the top dose activity change, negative = inhibition, hits mostly inhibitors; P39748; 390,000 tested, 0.35% active; note: nearly all actives have a fitted effect of over 65% in size
Target sequence (P39748 whole entry, looked up): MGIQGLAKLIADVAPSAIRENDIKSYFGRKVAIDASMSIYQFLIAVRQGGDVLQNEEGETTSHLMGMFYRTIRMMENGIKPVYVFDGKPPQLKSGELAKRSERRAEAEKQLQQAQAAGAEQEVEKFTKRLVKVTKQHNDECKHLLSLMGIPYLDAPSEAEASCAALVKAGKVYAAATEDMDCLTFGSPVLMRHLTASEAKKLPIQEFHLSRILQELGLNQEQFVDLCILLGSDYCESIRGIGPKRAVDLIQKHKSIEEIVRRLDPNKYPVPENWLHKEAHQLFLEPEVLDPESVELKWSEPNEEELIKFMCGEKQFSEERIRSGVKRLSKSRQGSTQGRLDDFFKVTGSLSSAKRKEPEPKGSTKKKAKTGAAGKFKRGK
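Reaction started by adding substrate (50 nM final) to 10 nM enzyme after 15 min room-temperature compound preincubation. Reads at 0 and 15 min, with data normalized and fitted to a four-parameter Hill equation.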
An asterisk follows results filed as active; ? = inconclusive; · = not tested or not shown; & = joins results of further samples; [ ] = remark or other dose. Calls come from the whole dose curve; as a rule, active = well fitted curve in the direction sought with a large enough effect; inconclusive = small, poorly fitted or top-dose-only effect, or another doubt; inactive = no such curve, though single readings can be large; an effect the other way counts as inactive or inconclusive. Unless noted, % is set by controls: 0 for no effect and ±100 for the full control effect; potency is the fitted concentration of half-maximal effect. Not all compounds are listed; rates above refer to the full screens.

entry	SMILES	N370S GC	GCN5L2 inh	FEN1 inhibitor
1	Cc1ccc(CNS(=O)(=O)c2ccc3c(c2)NC(=O)CO3)cc1	-6%	-4%	7%
2	CCOc1ccccc1N(CC(=O)Nc1ccc(S(=O)(=O)N2CCOCC2)cc1)S(=O)(=O)c1ccccc1	5%	-8%	-4%
3	COc1cccc(CNC(=O)Cc2c(C)c3c(cc(C)c4c(C)coc43)oc2=O)c1	·	1%	-7%
4	Cc1cc(C(=O)N2CCN(c3ccc(F)cc3)CC2)on1	-3%	?	-2%
5	Cc1ccccc1C(=O)N1CCC(C(=O)OCc2ccccn2)CC1	·	-5%	7%
6	C=CC(=O)Nc1cccc(Oc2ncnc3[nH]cc(-c4cnc5ccccc5c4)c23)c1	·	2%	7%
7	N/C(=N\OC(=O)c1ccc2c(c1)OCO2)c1ccc(Br)cc1	0%	-1%	0%
8	Cc1ccc(NC(=O)Cn2c(=O)oc3cc(S(=O)(=O)N4CCCCC4)ccc32)c(Cl)c1	·	-13%	2%
9	Cc1cccc(C(P(=O)(c2ccccc2)c2ccccc2)P(=O)(c2ccccc2)c2ccccc2)n1	7%	0%	0%
10	CCN1CCN(C(=O)c2cnn(-c3cccc(C)c3)c2C2CCN(C(=O)OC(C)(C)C)CC2)CC1	·	13%	-1%
11	COC1CCCCC1Nc1ccc(C)c(C)c1 (stereo unspecified)	18%	-3%	-3%
12	Cc1ccc2[nH]c(CSc3nnc(COc4ccccc4C)n3C)cc(=O)c2c1	·	-8%	16%
13	O=C(CN1CCOCC1)N/N=C/C(Br)=C\c1ccccc1	-7%	-5%	0%
14	Cc1ccc(C(=O)Nc2cc(-c3nc4ncccc4o3)ccc2C)c(C)c1	·	-9%	15%
15	O=C(Nc1ccc(Oc2ccccc2)cc1)c1ccco1	-7%	·	-15%
16	O=C(Nc1cccc(NC(=O)c2ccc(Br)o2)n1)c1ccc(Br)o1	3%	-1%	-6%
17	CCC1CCCCN1Cc1nc2c(c(=O)n(C)c(=O)n2C)n1CCC(C)C (stereo unspecified)	0%	-9%	-16%
18	Cc1ccc2cc(CN(CC3CCCO3)C(=S)Nc3ccccc3)c(=O)[nH]c2c1C (stereo unspecified)	18%	10%	-1%
19	Cc1ccccc1NC(=O)CS(=O)(=O)c1cccc2nsnc12	·	-2%	-5%
20	Cc1cc(C(=O)NCCCN2CCCC2=O)no1	1%	-4%	-1%
21	CCOc1cc(C2CC(=O)c3c(ccc4ccccc34)N2)ccc1O (stereo unspecified)	-12%	-22%	-6%
22	Cc1ccc(C)c(N2CCN(C(=O)C(Cc3ccccc3)n3cccc3)CC2)c1 (stereo unspecified)	2%	-10%	2%
23	O=c1[nH]c2ccc(S(=O)(=O)Nc3ccc(Br)cc3)cc2[nH]1	?	-3%	1%
24	O=c1c(/C=N/OCc2ccc(Cl)cc2Cl)c[nH]n1-c1cccc(Cl)n1	22%	-11%	-2%
25	COc1ccc(NC(=O)CCCSc2nc(-c3ccco3)cc(C(F)(F)F)n2)c(OC)c1	·	-12%	-13%

(more compounds)
entry	SMILES	N370S GC	GCN5L2 inh	FEN1 inhibitor
26	CCOc1ccccc1NC(=S)NNS(=O)(=O)c1c(C)cc(C)cc1C	-9%	-1%	-14%
27	COc1ccc(-c2nc(C(=O)Nc3cccc(C(C)=O)c3)nn2-c2ccccc2Cl)cc1	·	-8%	-11%
28	Cc1cc(Br)ccc1NC(=O)CN(C)C(=O)C1CSC2(C)CCC(=O)N12 (stereo unspecified)	·	-2%	-2%
29	CCCCOC(=O)c1ccc(NC(=O)C2CCCO2)cc1 (stereo unspecified)	-6%	-3%	10%
30	CCC1(c2ccccc2)NC(=S)N(c2ccc(C)c(C)c2)N1 (stereo unspecified)	?	?	3%
31	O=C(NCCc1ccccc1)c1cnc2n(c1=O)CCS2	15%	-4%	-1%
32	COc1ccc(OC)c(N(CC(=O)Nc2cccc(C(F)(F)F)c2)S(C)(=O)=O)c1	1%	2%	-4%
33	O=C(CN1C(=O)C2CC=CCC2C1=O)Nc1nc2ccc(F)cc2s1 (stereo unspecified)	-6%	-14%	-13%
34	Cc1ccc(C2c3[nH]c4ccccc4c3C[C@H]3C(=O)N(c4ccccc4C(=O)NCCN4CCOCC4)C(=O)N23)cc1 (stereo partly specified)	?	-18%	11%
35	O=C1CCC(=O)N1OCCCOc1ccc(Br)cc1Cl	12%	-2%	-2%
36	CC(=O)OCCNC(=O)c1cccnc1	-5%&11%	?	-5%
37	CC(=O)C1=C(O)C(=O)N(c2cc(C(C)(C)C)on2)C1c1ccc(Br)cc1 (stereo unspecified)	-1%	-1%	-4%
38	N#Cc1ccc(NC(=O)c2cc(=O)c3ccccc3o2)cc1	-10%	-5%	17%
39	CCOc1ccc(NC(=S)Nc2ccc(OCc3ccccc3)cc2)cc1	4%	-2%	0%
40	CC1(C)N=C(N)NC(Nc2cccc(Br)c2)=N1	-6%	-4%[0.501 µM]	0%
41	CCOc1ccc(CNC(=O)CCCn2nc(CC)n3c(cc4occc43)c2=O)cc1	-1%	-4%	-16%
42	COc1cc(N2C(=O)CSC2=S)cc(OC)c1OC	-6%	3%	11%
43	Cc1occc1C(=O)N/N=C/c1cnn(C)c1C	1%	-3%	1%
44	Cc1c(C(=O)Oc2ccc(Br)cc2)sc2ncn(Cc3ccccc3F)c(=O)c12	·	-1%	-4%
45	O=C(NNC(=O)c1ccc(F)cc1)C(=O)N1CCCCC1	-5%	-3%	5%
46	CC(=O)Nc1ccc(NC(=O)N2CCCCC2)cc1	2%	-15%	-6%
47	CCCCc1ccc(NC(=S)NCCO)cc1	7%	-19%	-1%
48	CCCc1cc(=O)[nH]c(SCC(=O)c2cc(C)n(-c3cc(C)on3)c2C)n1	10%	2%	1%
49	CCOC(=O)N1CCN(c2c(N3CCN(C(=O)OCC)CC3)c(=O)c2=O)CC1	-2%	-3%	15%
50	COC(CN(C)C(C(=O)NC1CCCCC1)c1ccccc1)OC (stereo unspecified)	2%	-8%	10%

Further results follow:
entry	SMILES	N370S GC	GCN5L2 inh	FEN1 inhibitor
51	COc1cc(NC(=O)c2cc(OC)c(OC)c(OC)c2)cc(-n2cnnn2)c1	-7%	-6%	-2%
52	Cc1nn(Cc2noc(C(=O)NCc3ccc4c(c3)OCO4)n2)c(C)c1Br	-13%	-9%	7%
53	Cc1ccc(CCNC(=O)Cn2ncc3c([nH]c4ccccc43)c2=O)cc1	1%	-8%&-3%	-8%&6%
54	O=C1c2oc3ccc(F)cc3c(=O)c2C(c2ccncc2)N1CCN1CCOCC1 (stereo unspecified)	0%	-14%	·
55	COc1ccccc1C(=O)NCC(=O)NC(C)c1ccc(-n2ccnc2)cc1 (stereo unspecified)	1%	0%	-2%
56	CCNc1ncc2nc(-c3cc(F)cc(F)c3)c(=O)n(CCc3ccccc3)c2n1	1%	?	·
57	CCOC(=O)c1cc(S(=O)(=O)N2CCC(C)CC2)cn1C	-15%	-3%	0%
58	COc1ccccc1C(=O)Nc1ccc(C(=O)OCc2cc(=O)n3nc(C4CC4)sc3n2)cc1	·	-3%	-3%
59	CCc1cc(=O)oc2c(CN3CCCC3)c(O)c(Cl)cc12	?	-25%	-11%
60	Cc1sc2nc(SCC(=O)NCc3ccco3)n(-c3ccccc3)c(=O)c2c1C	12%	0%	-16%
61	O=C(N/N=C\c1cn[nH]c1-c1ccccc1)c1cccnc1	3%	-2%	-3%
62	NC(=O)c1nn(-c2ccccc2)nc1NC(=O)CN1CCCC1	-4%	-8%	12%
63	O=C(/C=C/c1ccco1)N(Cc1ccc(Cl)cc1)C1CCS(=O)(=O)C1 (stereo unspecified)	-10%	1%	-2%
64	O=C(CCSc1ccccc1)N1CCCC1	3%	-4%	1%
65	O=C(c1ccc2c(c1)OCO2)C1CCCN(Cc2cc(F)ccc2-n2cccn2)C1 (stereo unspecified)	4%	?	3%
66	COc1cccc(CNC(=O)CCC2CCCN(C(=O)c3cccc(Cl)c3)C2)c1 (stereo unspecified)	-21%	-10%	17%
67	CCOC(=O)CSc1nnc(CNc2ccc(Cl)cc2)n1Cc1ccccc1	-2%	3%	-5%
68	CCCCc1ccc(CC(=O)Nc2cc(S(=O)(=O)N3CCOCC3)ccc2O)cc1	·	-14%	-4%
69	CC(=O)N1c2ccccc2C(=O)OC1c1cccnc1 (stereo unspecified)	-21%	-3%	12%
70	COc1ccc(-c2csc(N)n2)cc1F	-6%	-5%	1%
71	Cc1ccccc1-n1ncc2c([N+](=O)[O-])cc([N+](=O)[O-])cc21	?	4%	4%
72	Cc1c(C(=O)NCCCN2CCOCC2)sc2ncnc(N3CCN(c4ccccc4)CC3)c12	-6%	0%	-1%
73	CCc1ccccc1NC(=O)N[C@@H](C)C(=O)OC	9%[2.35 µM]	1%	-1%
74	O=C(C1=C(O)C(=O)N(CC2CCCO2)C1c1cccc(Cl)c1)c1ccco1 (stereo unspecified)	?	-16%	7%
75	Cc1ccc(Nc2nc(C)cc(C)c2C(N)=O)cc1	4%	-16%	-6%

Reformatted with one line to a screen: two of the compounds above.
51	COc1cc(NC(=O)c2cc(OC)c(OC)c(OC)c2)cc(-n2cnnn2)c1
52	Cc1nn(Cc2noc(C(=O)NCc3ccc4c(c3)OCO4)n2)c(C)c1Br

| Assay by compound | 51 | 52 |
| --- | --- | --- |
| N370S GC | -7% | -13% |
| GCN5L2 inh | -6% | -9% |
| FEN1 inhibitor | -2% | 7% |

Results in GCN5L2 inh, for three of the compounds above:
| No. | Molecule | GCN5L2 inh |
| --- | --- | --- |
| 55 | COc1ccccc1C(=O)NCC(=O)NC(C)c1ccc(-n2ccnc2)cc1 (stereo unspecified) | 0% |
| 71 | Cc1ccccc1-n1ncc2c([N+](=O)[O-])cc([N+](=O)[O-])cc21 | 4% |
| 57 | CCOC(=O)c1cc(S(=O)(=O)N2CCC(C)CC2)cn1C | -3% |

Next section:
entry	SMILES	N370S GC	GCN5L2 inh	FEN1 inhibitor
76	COc1ccc(CNC(=O)c2cc3ccccc3o2)cc1OC	6%	-6%	10%
77	CSCC[C@H](NS(=O)(=O)c1ccc(C)cc1)C(=O)N1CCC(C(=O)N[C@@H](Cc2ccc(O)cc2)C(=O)O)CC1	4%	-6%	14%
78	Cc1oc2cc(O)cc(O)c2c(=O)c1-c1ccc2c(c1)OCCCO2	16%	-2%	-12%
79	CCOC(=O)c1ccc(NC(=S)N2CCC(O)CC2)cc1	2%	2%	3%
80	CCOC(=O)c1[nH]c(C)c(C(=O)Nc2ccc(C)c(C)c2)c1C	1%	-2%	-3%
81	Cc1cc(C)c2c(CC(=O)NCc3ccco3)coc2c1	3%	-22%	-15%
82	CC(C)CN1CCc2nc(N3CCN(c4ncccn4)CC3)ncc2C1	·	-1%	15%
83	OC(COc1ccccc1CNCc1cccnc1)CN1CCc2ccccc2C1 (stereo unspecified)	-22%	-19%	-7%
84	O=C(c1ccccc1)c1cncc(Br)c1	-18%	-18%	-1%
85	O=C1CCCCC1C(Nc1ccc(Cl)cc1)c1ccccc1 (stereo unspecified)	15%	-5%	-2%
86	COC(=O)/C(=C/N(C)C)C(=O)N1CCN(c2ccc(Cl)c(Cl)c2)CC1	-4%	-2%	-7%
87	CCCCN(C)C(=O)Cc1c(OC)ccc2cc(Br)ccc12	-2%	-2%	9%
88	COc1ccc(CCC(=O)NCc2nc3cccnc3n2Cc2cccc(OC)c2)cc1	·	-10%	-11%
89	O=C(N/N=C/c1c(F)c(F)c(F)c(F)c1F)c1cc(-c2ccccc2)nc2ccccc12	4%	8%	-9%
90	FC(F)(F)c1ccc(C2[C@H]3CN(CC4CCCCC4)[C@H](c4ccccc4)C34CC2(c2cccnc2)C4)cc1 (stereo partly specified)	-22%&-21%	-10%	-3%
91	O=C(/C=C/c1ccc([N+](=O)[O-])cc1)N1CCN(Cc2ccccc2)CC1	-2%	-21%	17%
92	COc1ccc(NC(=O)CC2CCCC2)cc1OC	-3%	0%	-6%
93	Cc1cccc(CNc2nc(-c3ccc(C(=O)N(C)C)cc3)nc3ccccc23)c1	-23%	-21%	·
94	CCC(C)c1ccc(S(=O)(=O)N2CCN(CC(O)CN3CCOCC3)CC2)cc1 (stereo unspecified)	·	0%	17%
95	Cc1cccc(NC(=O)NNC(=O)COc2ccc(Cl)cc2)c1	-16%	-9%	-2%
96	COc1ccc(CNC(=O)CCSCc2cccc(Cl)c2)c(OC)c1	11%	-7%	?
97	CCc1ccccc1NC(=O)Cn1ccn(Cc2ccccc2)c(=O)c1=O	·	-10%	-11%
98	Cc1cccc(C)c1OCC(=O)NNC(=O)Nc1ccc(Cl)cc1	6%	0%	-2%
99	Cc1ccc(NC(=O)Cn2c(=O)n(Cc3ccco3)c(=O)c3sc4ccccc4c32)cc1C	·	-11%	2%
100	Cc1noc(C)c1C(=O)N1CCC2(CC1)CCN(c1cccc(-c3ccccc3)c1)CC2	14%	-4%	·
101	CC(C)(C)NC(=O)CSc1nnnn1C(C)(C)C	0%	4%	2%
102	COc1ccc(NC(=O)C2CCCN2S(=O)(=O)c2cccs2)c([N+](=O)[O-])c1 (stereo unspecified)	0%	-3%	10%
103	CCc1ccc2occ(CC(=O)Nc3c(C(=O)c4ccc(F)cc4)oc4ccccc34)c2c1	·	-1%	-7%

Source: PubChem
